# ARNT-TACC3 inh – disruptors of ARNT/TACC3 protein interaction, primary screen, biochemical, AlphaScreen, single concentration. Transforming acidic coiled-coil-containing protein 3 (Homo sapiens), Q9Y6A5. AlphaScreen His-ARNT PAS-B/GST-TACC3 binding, luminescence; TACC3 fragment carries E629A point mutation. inhibition, % at 9.99 µM. 390,000 compounds, 0.66% hits. AID 623870, 2012;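 active = mean inhibition of replicates at least 50% and at least half of replicates each reaching 50%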;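 note: 0% = complete ARNT plus TACC3 wells and 100% = ARNT alone without TACC3; many hits fall short of the cut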
# PAX8 reporter – inhibitors of PAX8-driven TPO luciferase reporter, primary screen, RMG-I cells, single concentration. SteadyGlo, 24 h. inhibition, % at 12.6 µM. 360,000 compounds, 1.2% hits. AID 652154, 2013;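 active = mean replicate inhibition at least 60% with every replicate also reaching 60%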;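 note: luciferase light reporting Pax8 driven TPO promoter activity; plate controls were median of neutral control wells for no effect and mitoxantrone controls for full effect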
# LGR2 inh – inhibitors of bursicon-induced LGR2 CRE-luciferase signal, primary screen, cell-based, HEK293, CRE-luciferase reporter, bursicon stimulation; Drosophila bursicon receptor LGR2 (rickets); bursicon-stimulated, 4 h; inhibition, % at 9.99 µM; 380,000 compounds, 0.35% hits; AID 720647, 2013;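 active = drop in luminescence signal, shown as inhibition above about 50% in the replicate tests, limit read from the data, passing the limit was not always enough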;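 note: agonist challenge used bursicon conditioned medium at about half maximal strength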
# C2C12 statin – suppressors of statin myotoxicity in C2C12 myotubes, primary screen, cell-based, single point, plate reader; C2C12 myotubes + simvastatin, ATP luminescence, 48 h; scaled: DMSO 0, geranylgeraniol control 100; rescue of ATP level, % at 7.49 µM; 330,000 compounds, 0.78% hits; AID 602340, 2012;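 active = mean ATP rescue above about 67%, or every replicate alone reaching that limit, limit read from the data, passing the limit was not always enough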;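 note: myotubes were challenged with 10 µM simvastatin during compound exposure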
# PGC1a acetyl inh – inhibitors of PGC1a acetylation signal, primary screen, cell-based, U2OS, AlphaScreen, inhibitor mode | AID 651687, 2012 | inhibition, % at 15.6 µM | 350,000 compounds, 0.17% hits | AlphaScreen anti-acetyl-lysine; with virally co-expressed GCN5 acetyltransferase;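 active = every replicate shows inhibition of at least 40%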;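 note: 0% = neutral control wells and 100% = positive control wells; some results beyond the cut were filed as inactive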
# Cneo AK release – Cryptococcus neoformans cell lysis inducers, primary screen, AK release luminescence, single concentration | C. neoformans lysis, adenylate kinase release luminescence, 4 h; normalised: neutral wells 0, clomiphene wells 100 | lysis activity, % at 15 µM | 360,000 compounds, 0.2% hits | AID 651654, 2012;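 active = mean lysis activity across replicates of at least 80%, whatever share of replicates individually reach that level; inactive = mean lysis activity below 80%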
#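 Test system: log-phase Cryptococcus neoformans yeast cells; Quantity: yeast cell density of 5 × 10^6 cells/mL; Buffer or medium: YPD; Doses: single compound concentration per well; Timing: 4 h at 37 °C static, read 1 h later; Measured by: AK luminescence; Read-out basis: lysis from increased AK signal; Control set: Clomiphene as positive control.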
# PglD DTNB – C. jejuni PglD acetyltransferase inhibitors, primary screen, biochemical, DTNB colorimetric, single point. purified PglD enzyme, DTNB colorimetric CoA detection. inhibition, % at 12.5 µM. 360,000 compounds, 0.098% hits; in the data active = inhibition above about 16%, passing the limit was not always enough; note: strong numbers were not always called active
# GSIS activator – GLuc luminescence reporter in INS-1E cells, primary screen for activators of glucose-dependent secretion of insulin. INS-1E GLuc reporter insulin secretion, 2-3 h. activation, % at 16.6 µM. 370,000 compounds, 0.61% hits;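 active = lowest replicate activation of at least 40%, so every replicate reaches that level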;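 note: 0% = median of neutral control wells and 100% = median of IBMX positive control wells; some compounds called inactive have numbers as strong as hits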
# An asterisk follows results filed as active; nt = not tested or not shown.
SMILES,ARNT-TACC3 inh,PAX8 reporter,LGR2 inh,C2C12 statin,PGC1a acetyl inh,Cneo AK release,PglD DTNB,GSIS activator
O=C(CCC1CCCCC1)NCCN1C2=NC[C@H](Cc3ccc(O)cc3)N2C[C@H]1Cc1ccc(O)cc1,6.8,8.0,nt,10.0,4.4,-0.3,3.7,nt
CC1=CN2C(=N)/C(=C/c3ccc(C)o3)C(=O)N=C2S1,-1.5,-65.4,37.3,nt,nt,nt,nt,20.5
CC1CCC(NC(=O)c2ccc(-n3cncn3)c([N+](=O)[O-])c2)CC1 (stereo unspecified),-3.1,-51.0,8.4,-32.3,nt,nt,nt,15.5
NC(=O)Nc1ccc(Cl)cc1,-1.5,3.8,-9.8,nt,7.2,-0.6,1.2,-7.5
CCCNC(=O)C1(C)CCCN(C(=O)c2cc(C)nn2C(C)(C)C)C1 (stereo unspecified),nt,-6.2,11.8,12.7,3.1,3.7,0.8,0.5
CCCCC(=O)OCC(=O)C1(O)Cc2c(O)c3c(c(O)c2C(OC2CC(NC(=O)C(F)(F)F)C(O)C(C)O2)C1)C(=O)c1c(OC)cccc1C3=O (stereo unspecified),-3.9,-39.5,-48.3,nt,-3.9,nt,nt,13.6
Cn1cnnc1SCC(=O)NC1CCCCC1,-8.1,-6.9,nt,3.4,10.5,3.3,-2.9,6.5
COc1ccc2c3c([nH]c2c1)[C@@H](CO)N(C(=O)c1cccnc1)CC31CN(C(=O)Nc2cccc(F)c2)C1,nt,3.6,-5.7,nt,-6.1,nt,nt,-2.1
Cc1c(C(=O)N2CCN(S(=O)(=O)c3cc(F)ccc3F)CC2)oc2ccccc12,3.4,1.4,15.2,1.6,nt,-1.5,5.2,-14.4
COc1ccc(NC(=O)Nc2cccc3c2O[C@H](CN(C)C(=O)NC2CCCCC2)[C@H](C)CN([C@@H](C)CO)C3=O)cc1,-0.4,-2.2,1.8,-33.5,5.3,56.8,0.1,-7.1
COc1ccccc1OCC(=O)Nc1ccccc1C(=O)NCc1ccco1,-0.5,nt,32.8,-3.4,-1.3,2.6,2.2,18.0
CC1CCCC(NC(=O)CCCn2c(=O)[nH]c3cc(Cl)ccc3c2=O)C1C (stereo unspecified),1.9,1.1,nt,-11.5,-38.2,-1.7,4.9,-23.5
CCOC(=O)N1CCN(C(=O)c2ccc(N3CCCC3=O)cc2)CC1,-6.2,nt,nt,4.6,-15.8,0.8,-2.8,nt
Cn1c(NCc2ccc3occc3c2)nc2cc(-c3cccc(C(F)(F)F)c3)sc2c1=O,nt,3.2,-14.9,-1.2,-7.7,2.8,1.6,-23.2
C[C@@H]1CN([C@H](C)CO)C(=O)c2cc(NS(=O)(=O)c3ccc(F)cc3)ccc2O[C@@H](C)CCCCO[C@H]1CN(C)CC1CCCCC1,1.1,25.0,1.2,-309.2,-3.2,5.2,-0.9,3.7
COc1ccc(Br)cc1C(=O)NC(=S)Nc1ccc(CN2CCOCC2)cc1,6.5,-27.8,-9.5,3.7,-10.8,4.2,-2.5,12.1
CC1(C)[C@@H](O)CC[C@]2(C)[C@H]3C(=O)C=C4[C@@H]5C[C@@](C)(C(=O)O)CC[C@]5(C)CC[C@@]4(C)[C@]3(C)CC[C@@H]12,6.0,-23.4,-1.8,-1.7,-7.1,2.3,-1.0,nt
O=C(NCc1ccc(F)cc1)N1CCN(S(=O)(=O)c2ccccc2F)CC1,-3.7,22.4,1.7,9.0,-2.2,4.2,-0.2,-1.7
CC(=O)Nc1ccc(S(=O)(=O)NC2Cc3ccccc3C2)cc1,-7.6,2.1,-12.0,-0.3,13.7,-4.5,7.6,-7.9
CN(Cc1nccs1)C(=O)C1CCC(=O)N(CCCc2ccccc2)C1 (stereo unspecified),4.6,-9.1,15.1,-9.5,13.8,0.8,-2.0,-1.4
C[C@H]1CN([C@@H](C)CO)C(=O)c2cc(C3=CCCCC3)cnc2O[C@H]1CN(C)C(=O)c1ccccc1,nt,1.8,6.7,nt,13.0,nt,nt,6.5
N#Cc1cc([N+](=O)[O-])cnc1Nc1ccccc1,-6.1,-5.7,25.4,nt,nt,nt,nt,34.1
COC(=O)c1sc(NC(=O)COc2cccnc2[N+](=O)[O-])c(C(=O)OC)c1C,-9.2,-1.8,-3.2,-6.1,-5.7,-1.6,5.0,40.0*
COc1ccc(S(=O)(=O)N(C)C[C@@H]2Oc3ccc(NC(=O)Nc4ccc(F)cc4)cc3CC(=O)N([C@@H](C)CO)C[C@H]2C)cc1,-2.4,24.1,10.8,0.5,-10.0,1.8,0.3,0.7
O=C(O)c1cccc(Oc2cccc(Cl)n2)c1,-2.8,10.5,0.8,-1.6,-0.3,-1.1,2.3,-2.1
C[C@H](CO)N1C[C@H](C)[C@@H](CN(C)C(=O)CCCN(C)C)OCCCC[C@H](C)Oc2ccc(NC(=O)Nc3ccc(F)cc3)cc2C1=O,0.0,-12.0,-9.4,nt,3.0,0.7,5.3,31.7
O=C(COc1ccccc1)NCC(=O)N1CCCC1,0.1,8.2,2.7,-1.3,20.9,0.6,-1.6,-0.4
Cc1ccc(NC(=O)c2ncc(Cl)c(Cl)c2Cl)cc1C,-8.4,-19.4,-25.2,7.7,nt,1.2,-11.5,21.5
O=c1[nH]c(CSc2ncccn2)nc2c1cnn2-c1ccccc1,-1.9,6.6,-20.5,nt,nt,-2.7,5.5,14.3
O=C(/C=C/NCC(=O)c1ccccc1)c1ccc(Br)cc1,2.1,-17.3,-15.1,nt,-6.8,9.5,-8.3,-1.4
Cc1ccc(S(=O)(=O)NNC(=S)NC(=O)c2ccc([N+](=O)[O-])cc2)cc1,31.8,32.4,12.0,3.2,nt,nt,nt,3.4
CCCNC(=O)C[C@@H]1CC[C@H]2[C@@H](COC[C@H](O)CN2C(=O)CC)O1,-0.3,nt,6.0,6.4,3.9,-0.1,-1.3,4.7
Cc1cccc(S(=O)(=O)N2C[C@H](O)COC[C@H]3O[C@@H](CC(=O)N4CCN(C)CC4)CC[C@@H]32)c1,-1.6,-15.7,6.8,5.8,0.6,-4.2,7.6,12.6
COc1ccccc1NC(=O)c1cc(S(=O)(=O)N2CCCCCC2)ccc1F,-5.5,4.8,-15.6,-5.7,-33.2,14.2,1.0,4.3
Cc1noc(C)c1COC(=O)[C@@H](NC(=O)c1ccccc1Cl)C(C)C,nt,-9.8,23.7,nt,0.2,6.4,0.9,25.4
CO[C@@H]1CN(C)C(=O)c2cc(NC(=O)C3CCCCC3)ccc2OC[C@@H](C)N(Cc2cccnc2)C[C@@H]1C,-13.2,20.0,-7.0,-1.2,nt,-2.2,-3.6,1.6
O=C(Nc1cccc(Cl)c1)c1cc(S(=O)(=O)NCCc2ccc(Cl)cc2)ccc1F,5.7,7.6,3.6,nt,nt,nt,nt,-30.4
Cc1ccc(N2CCN(/N=C/c3cccnc3)CC2)cc1,7.6,-18.1,6.9,-1.7,6.2,0.6,-1.7,-12.1
O=S(=O)(NC1=NCCC1)c1cccs1,-2.0,nt,nt,24.0,5.3,-0.9,2.7,nt
CC(Cl)C(=O)c1ccc2c(c1)CCN2C(=O)C1CC1 (stereo unspecified),-2.9,0.1,20.9,nt,-9.8,nt,nt,5.0
CN1C2CCC1CC(NS(=O)(=O)c1cccc(C(F)(F)F)c1)C2 (stereo unspecified),11.6,5.6,-5.8,-2.1,nt,-2.7,-4.5,13.2
Cc1ccc(C(=O)Nc2cc(C(F)(F)F)ccc2-n2cncn2)o1,-0.4,15.3,-0.7,-10.3,7.3,2.5,-3.0,19.3
C[C@@H]1CN([C@H](C)CO)C(=O)c2cc(NC(=O)NC3CCCCC3)ccc2O[C@H]1CN(C)CC1CCCCC1,7.6,8.3,5.9,2.2,-4.6,-3.0,-2.1,-1.1
O=C(CC1S/C(=N/N=C/C=C/c2ccccc2)NC1=O)Nc1ccc(C(=O)O)cc1 (stereo unspecified),-10.9,-5.6,13.0,nt,nt,nt,nt,-3.6
CC(=O)c1cccc(N(C(=O)CNC(=O)c2ccco2)C(C(=O)NC2CCCC2)c2ccco2)c1 (stereo unspecified),-8.3,8.1,-0.1,-7.3,nt,1.0,-2.7,-13.1
C/C(=N/NC(=O)CN1CCN(S(=O)(=O)c2ccc(Br)cc2)CC1)c1ccncc1,-12.5,-4.6,-4.5,3.8,-10.9,nt,nt,1.2
CC1CN=C(NC2CCCCC2C)S1 (stereo unspecified),-11.0,nt,nt,2.9,-0.8,1.6,5.4,nt
NS(=O)(=O)c1ccc(-c2ccc(/C=N/NC(=O)c3ccccc3O)o2)cc1,13.2,10.3,-11.4,5.4,14.3,nt,nt,4.5
C=C(C)CSc1nc2c(c(=O)[nH]c(=O)n2C)n1Cc1ccccc1,-8.5,-9.7,-21.4,30.3,1.6,0.6,4.6,14.8
CNC(=O)CN1C(=O)NC(c2ccccc2)(c2ccccc2)C1=O,9.6,6.3,5.9,1.5,-2.6,0.3,-6.3,2.1
O=C(C1CCCN1S(=O)(=O)c1cccc2cccnc12)N1CCc2ccccc21 (stereo unspecified),-4.8,7.1,15.5,4.0,-9.6,0.9,-2.7,1.2
COc1ccc(C(=O)NC(=S)NNC(=O)COc2ccccc2)cc1,-0.4,109.3*,40.8,nt,-4.6,nt,nt,-2.8
Cc1ccccc1NC(=O)CSc1nc2ncc(Cl)cc2[nH]1,nt,1.5,0.3,4.6,-13.7,1.3,2.3,7.5
COCCN(C(=O)c1snc(C(N)=O)c1N)C(C(=O)NC1CCCCC1)c1ccc(OC)c(OC)c1 (stereo unspecified),-1.6,-3.6,9.0,12.9,-2.4,0.9,-2.5,3.9
CC(C)(C)NC(=O)CSc1nc2ccc(Nc3nc(N4CCOCC4)nc(N4CCOCC4)n3)cc2s1,4.8,22.6,9.9,nt,nt,nt,nt,-19.9
O=C(Oc1ccc(/C=N/NC(=O)c2ccccc2O)cc1)c1ccccc1,-3.1,nt,-37.4,28.0,nt,-1.1,-2.9,-13.0
O=C(C[C@@H]1C=C[C@H](NS(=O)(=O)c2ccccc2)[C@H](CO)O1)NCCN1CCCCC1,nt,-4.3,11.0,-4.0,3.1,-0.2,3.2,-3.1
COc1ccc(-c2noc(CN3CCC(Cc4ccccc4)CC3)n2)cc1,-4.7,nt,-6.8,nt,-3.1,nt,nt,-11.0
O=S(=O)(NCCSc1ccccc1)c1ccc2c(c1)OCCO2,-7.0,27.0,nt,nt,13.9,0.4,0.4,nt

# 3 of the entries above in order of their number in ARNT-TACC3 inh, high to low:
structure	ARNT-TACC3 inh	LGR2 inh	PGC1a acetyl inh	PglD DTNB	GSIS activator
Cc1ccc(C(=O)Nc2cc(C(F)(F)F)ccc2-n2cncn2)o1	-0.4	-0.7	7.3	-3.0	19.3
COCCN(C(=O)c1snc(C(N)=O)c1N)C(C(=O)NC1CCCCC1)c1ccc(OC)c(OC)c1 (stereo unspecified)	-1.6	9.0	-2.4	-2.5	3.9
COc1ccc(-c2noc(CN3CCC(Cc4ccccc4)CC3)n2)cc1	-4.7	-6.8	-3.1	nt	-11.0

# As a working copy, two of the compounds above:
SMILES,ARNT-TACC3 inh,PAX8 reporter,LGR2 inh,C2C12 statin,PGC1a acetyl inh,Cneo AK release,PglD DTNB,GSIS activator
COc1ccc(-c2noc(CN3CCC(Cc4ccccc4)CC3)n2)cc1,-4.7,nt,-6.8,nt,-3.1,nt,nt,-11.0
O=S(=O)(NCCSc1ccccc1)c1ccc2c(c1)OCCO2,-7.0,27.0,nt,nt,13.9,0.4,0.4,nt
